TDP1 inh: qHTS Assay for Inhibitors of Tyrosyl-DNA Phosphodiesterase (TDP1); Tyrosyl-DNA phosphodiesterase 1 (Homo sapiens), Q9NUW8; recombinant TDP1, AlphaScreen DNA substrate cleavage; Potency, µM (doses to about 130 µM), inactives show at the top dose activity change, negative = inhibition, actives largely listed as inhibitors; hit rate 0.28% among 350,000; AID 485290, 2010; also: nearly all actives have a fitted effect of over 40% in size
Target sequence (Q9NUW8 whole entry, looked up): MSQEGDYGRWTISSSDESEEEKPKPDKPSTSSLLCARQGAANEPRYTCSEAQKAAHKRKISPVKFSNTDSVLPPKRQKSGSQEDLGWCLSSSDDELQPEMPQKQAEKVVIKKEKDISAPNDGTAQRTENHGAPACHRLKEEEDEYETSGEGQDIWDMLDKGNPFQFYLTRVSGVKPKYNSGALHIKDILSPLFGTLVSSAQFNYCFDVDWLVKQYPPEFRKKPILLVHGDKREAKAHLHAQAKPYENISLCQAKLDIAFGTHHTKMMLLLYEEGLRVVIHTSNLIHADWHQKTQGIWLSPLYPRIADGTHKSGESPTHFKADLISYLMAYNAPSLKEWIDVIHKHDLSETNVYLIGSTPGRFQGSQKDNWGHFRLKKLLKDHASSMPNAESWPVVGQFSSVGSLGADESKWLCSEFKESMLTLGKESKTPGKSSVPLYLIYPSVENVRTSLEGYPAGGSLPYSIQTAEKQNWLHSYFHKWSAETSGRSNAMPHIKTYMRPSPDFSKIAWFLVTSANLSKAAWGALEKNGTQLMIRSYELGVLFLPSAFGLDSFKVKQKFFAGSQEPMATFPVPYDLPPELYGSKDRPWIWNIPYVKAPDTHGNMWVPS
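Signal: AlphaScreen proximity between streptavidin donor and anti-FITC acceptor beads on intact substrate. Reaction: Tdp1 1 nM, substrate 15 nM final, 5 min RT after 15 min compound preincubation.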
DT40 TDP1 no CPT: qHTS for Inhibitors of human tyrosyl-DNA phosphodiesterase 1 (TDP1): qHTS in cells in absence of CPT. DT40 Tdp1-/- hTDP1 cells, no CPT, ATP luminescence, 48 h. Potency, µM (titrated, usually from 46.2 µM), without a hit: at the top dose activity change, negative = growth inhibition, most hits filed as inhibitors. hit rate 15% among 420,000; also: nearly all actives have a fitted effect of over 55% in size
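Readout: luminescence from CellTiter-Glo after 30 min in the dark at RT. Cells: DT40 Tdp1-/- with stable hTDP1, 400/well. Exposure: compounds alone, ≥48 hr, 37 °C.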
KAT2A inh: qHTS Assay for Inhibitors of GCN5L2. Histone acetyltransferase KAT2A (Homo sapiens), Q92830. GCN5L2 HAT assay, ThioGlo1 CoA-SH fluorescence. Potency, µM (top dose mostly 58.9 µM), for inactives: top-dose activity change, negative = inhibition, most hits filed as inhibitors. hit rate 0.21% among 390,000
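GCN5L2 (20nM final) in 50mM HEPES, 0.1mM EDTA pH 7.5, 0.01% Tween-20 was preincubated 15 min at room temperature with compound, then given ThioGlo1 (50uM), H3(1-25) peptide (75uM) and acetyl-CoA (70uM); CoA-thiol fluorescence (Ex340/Em540) was read at 0 and 20 min.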
Active calls of the source: *; ? = inconclusive; . = no result given; & = joins results of further samples; [ ] = another dose, or the depositor's remark. Calls follow the shape of the dose curve; as a rule, active = well fitted curve in the direction sought with a large enough effect; inconclusive = small, poorly fitted or top-dose-only effect, or another doubt; inactive = no such curve, though single readings can be large; an effect the other way counts as inactive or inconclusive. % is scaled to controls: 0 for no effect and ±100 for the full control effect; potency is read from the fitted curve at half-maximal effect. An excerpt. The share of hits here may be higher or lower than overall.

mol	TDP1 inh	DT40 TDP1 no CPT	KAT2A inh
Nc1nc(SCC(=O)c2cccc([N+](=O)[O-])c2)n[nH]1	5.4%	-23.6%	-3.6%
CC(C)(C)CC(=O)Nc1cccc2c1CCCC2	0.0%	-13.0%	-1.4%
COC(=O)c1ccccc1NC(=O)[C@@H]1CCC(=O)N1C1OC(=O)c2c1ccc(OC)c2OC (stereo partly specified)	.	-5.5%	3.6%
CC(C)C1Oc2ccccc2N(CC(=O)NCCCN2C(C)CCCC2C)C1=O (stereo unspecified)	-2.8%	11.8%	-2.6%
CCN(c1ccccc1)S(=O)(=O)c1cc(NC(=O)CSc2n[nH]c(=O)[nH]c2=O)ccc1Cl	4.8%	-7.6%	-4.5%
FC(F)(F)c1cc(CCN2C(=S)NC[C@@H]2c2ccccc2)cc(C(F)(F)F)c1	0.0%	?	-21.1%
O=C(/C=C/c1ccc2c(c1)OCO2)N1CCN(c2ccccc2F)CC1	2.4%	-7.7%	-7.1%
COc1cccc(NC(=S)N2CCN(c3ccccn3)CC2)c1	1.1%	?	3.2%
CC1(C)CC(=O)C(C=NC2CC(C)(C)NC(C)(C)C2)=C(O)C1	-2.6%	8.3%	-10.8%
Cc1ccc(S(=O)(=O)Nc2ccc(C(=O)NCCCn3ccnc3)cc2)cc1[N+](=O)[O-]	1.3%	27.6%	-5.4%
c1ccc(N2CCN(c3ccccc3)C2c2cccs2)cc1	7.1%	-13.4%	-5.2%
Cc1nc(CC(=O)Nc2ccc(C)c(C)c2)cs1	4.7%	-14.6%	-2.8%
Cc1cc(C)c(S(=O)(=O)Nc2ccc(-c3ccc(N4CCCCCC4)nn3)cc2)c(C)c1	7.7%	?	-14.0%
CCCCCN(C(=O)CCC(=O)OCC(=O)N(C)c1ccccc1)c1c(N)n(CCCC)c(=O)[nH]c1=O	0.0%	1.7%	-0.8%
O=C1CCCN1CCC1CCN(C(=O)Nc2ccccc2)CC1	2.2%	1.2%	-1.6%
O=C(NC(=S)N1CCN(c2ccccn2)CC1)c1ccccc1	2.5%	-8.8%	-4.5%
O=C(NNC(=O)C1CC1)Nc1ccc(Cl)cc1	3.0%	-3.7%	-1.8%
CNc1nc(N)c([N+](=O)[O-])c(Nc2ccccc2OC)n1	.	20.6µM*	-3.6%
O=C(OCc1nnc(-c2ccccc2)o1)c1ccc2c(c1)OCO2	1.1%	-18.5%	-13.5%
CCCC1OC23CCCCC2C(C#N)(C(=N)O3)C1(C#N)C#N (stereo unspecified)	3.8%	16.4µM*	35.3%[activator]
O=C(c1ccc2c(=O)n3c(nc2c1)CCC3)N1CCN(S(=O)(=O)c2cccc(F)c2)CC1	4.9%	-21.5%	-1.6%
Cc1ccc(-c2noc(CNS(=O)(=O)c3ccc(F)cc3)n2)cc1	4.9%	?	-4.0%
Cc1ccc(C2C(C#N)=C(N)Oc3c2oc(CO)cc3=O)o1 (stereo unspecified)	.	-4.9%	-6.6%
Cc1ccc(CNC(=O)CCS(=O)(=O)c2ccc(Br)s2)o1	2.3%	?	-12.7%
Cc1ccc(N=Cc2c(O)cc(C)oc2=O)c(C)c1	5.5%	-7.9%	-5.2%
CN1C(=O)C(O)(C2COC(C)(C)CC2=O)c2cc(Br)ccc21 (stereo unspecified)	8.7%	4.61µM*	-14.7%
COc1ccc(OC)c(N2C(=O)[C@@H]3C(c4ccccc4Cl)=NO[C@@H]3C2=O)c1	.	?	-27.1%
FC(F)(F)c1ccc(Oc2ccccc2Cl)nc1	5.4%	9.7%	-6.6%
CC(C)c1ccc(NC(=O)CCn2c(=O)c3cccn3c3ccccc32)cc1	5.2%	14.6µM*	-15.6%
CC(=O)Nc1cccc(NC(=O)CSc2ncc(C(=O)Nc3ccc(F)cc3)c(=O)n2C)c1	-13.4%	11.6µM*	-5.6%
CCc1cc(-c2n[nH]c(=S)n2-c2cccc(C)c2)cs1	9.8%	?	-6.8%
O=C(NC1CCCCC1)NC1CC2CCC(C1)N2C(=O)NCc1ccccc1 (stereo unspecified)	4.0%	.	-23.4%
Cn1nnnc1SCCCNCc1ccccc1OCc1ccc(Cl)cc1	3.6%	23.1µM*	-4.5%
O=C(Nc1ccccc1O)c1c(O)c2c([nH]c1=O)CCCC2	-2.5%	?	-0.6%
CC(=O)Nc1ccc(NC(=O)CCSCCc2ccccn2)cc1	1.1%&1.9%	-4.1%&-18.6%	-1.9%&9.0%
Cc1ccc(S(=O)(=O)n2nc(C)c(S(=O)(=O)N3CCCCCC3)c2C)cc1	3.0%	-4.5%	-11.5%
Fc1cccc(CSc2ccc3nnc(-c4cccnc4)n3n2)c1	5.3%	16.4µM*	-2.1%
CCN(Cc1nc2cc(Cl)ccc2c(=O)[nH]1)C(=O)c1nn(C)c(=O)c2ccccc12	-0.9%	?	-2.4%
CC(C)(C)NC(=O)CCCCCCCC(=O)NC(C)(C)C	3.7%	-4.9%	-17.1%
NC(=O)Cn1c(=O)oc2ccccc21	2.8%	-3.3%	-8.2%
COc1c2c(cc3ccc(=O)oc13)CCO2	.	16.2%	-6.0%
COC(=O)NNC(=S)Nc1ccc(Br)cc1	2.7%	22.6%	-4.1%
COCCCNc1nc2ccccc2nc1NS(=O)(=O)c1ccc(Cl)cc1	.	?	1.6%
CCOC(=O)Cn1nc(C)n(-c2ccc(F)cc2)c1=O	-2.6%	-17.4%	-7.2%
COc1cnc(-c2ccccn2)nc1Oc1cccc(Cl)c1	10.5%	8.2µM*	-6.0%
CCOC(=O)Nc1cc2c(cc1C(C)=O)OCO2	3.1%	0.5%	-10.5%
Cc1ccc(C)c(CN2C(=O)c3ccccc3S(=O)c3ccc(C(=O)NCCc4ccc(Cl)cc4)cc32)c1 (stereo unspecified)	2.3%	7.31µM*	-15.5%
CCSc1nc2c(c(=O)[nH]1)C(c1cccnc1)C(C(=O)OC)=C(C)N2 (stereo unspecified)	-2.2%	6.3%	-21.5%
CCC1CCCCN1CCCNC(=O)c1cc2c(=O)[nH]c3ccccc3c2n1C (stereo unspecified)	4.6%	9.0%	-10.3%
CCOc1ccc(NS(=O)(=O)c2ccc(C(=O)N3CCCC(C)C3)cc2)cc1 (stereo unspecified)	.	16.4µM*	-22.5%
CSc1ncc(C(=O)Nc2cccc(C)c2C)c(-c2ccccc2)n1	-1.2%	-28.1%	0.4%
O=C(NNc1cccc(Cl)n1)Nc1ccccc1F	-2.7%	-25.7%	0.1%
O=C(NCc1ccccc1Cl)C1CCC(=O)N1Cc1ccc(F)cc1 (stereo unspecified)	.	-10.5%	-15.5%
CCCSc1nnc2c(n1)OC(c1ccc(OCC(=O)O)cc1)Nc1ccccc1-2 (stereo unspecified)	9.3%	-0.9%	-4.5%
CCn1cc(C(=O)O)c(=O)c2cc(F)c(N3CCN(C(=S)NC(=O)c4cccc(C)c4)CC3)cc21	.	-17.3%	16.7%
Cc1onc(-c2ccccc2)c1-c1nnc(COC(=O)c2ccc(O)cc2)o1	3.3%	?	?
COc1ccc(/C=C/C(=O)NCCOc2ccc(C)cc2)cc1	4.7%	9.7%	-0.5%
O=C(Nc1ccc(S(=O)(=O)NCc2ccco2)cc1)c1ccc(F)cc1	56.2µM*	?	-8.1%
Cc1cc(C)n2cc(CSc3ccc(Br)cc3)nc2n1	-3.6%	-20.3%	-1.7%
COc1ccc(Cl)cc1S(=O)(=O)N1CCN(C(=O)c2cc(-c3ccc(Br)cc3)n[nH]2)CC1	5.0%	9.2µM*	-16.9%

Further structures
mol	TDP1 inh	DT40 TDP1 no CPT	KAT2A inh
Cc1ccc(-c2nc(SCC(=O)NCCN3C(=O)CSC3=O)[nH]c2-c2ccc(C)cc2)cc1	10.6%	.	-14.9%
Cc1cc(Oc2ccc(-c3ccccc3)cc2)nc(N2CCOCC2)n1	1.0%	?	2.4%
COc1ccc(N2CCN(Cc3oc(CO)cc(=O)c3O)CC2)cc1	-1.0%	-16.0%	0.9%
COc1ccc(NC(=O)C2CC(=O)NC(Nc3cccc(C)c3)=N2)cc1 (stereo unspecified)	2.3%	4.5%	-3.9%
O=C(O)c1ccccc1OS(=O)(=O)O	4.9%	.	-10.9%
COc1ccc(N(CC(O)Cn2c(C)nc3ccccc32)S(=O)(=O)c2ccccc2)cc1 (stereo unspecified)	-8.2%	?	-0.4%
CCc1ccccc1NC(=O)c1ccc(CN2CCC(Cc3ccccc3)CC2)cc1	0.0%	?	-5.6%
Cc1cc(C)c(S(=O)(=O)c2cc(F)ccc2C)c(=O)[nH]1	.	-0.2%	0.4%
COC(=O)[C@]1(Cc2ccccc2)N[C@H](CN(C)C(=O)Nc2ccc(F)cc2)[C@@H]2C(=O)N(Cc3ccccc3)C(=O)[C@@H]21	2.1%	14.6µM*	-2.2%
Cc1ccc(-c2onc(C)c2C)cc1S(=O)(=O)N1c2ccccc2CC1C (stereo unspecified)	2.6%	16.4µM*	-0.8%
COc1cc(CSc2nnnn2-c2ccc(C)cc2)cc(OC)c1OC	2.6%	5.01µM*	?
CCOC(=O)c1cnc2nc(NCc3ccc(OCc4ccccc4)cc3)[nH]n2c1=O	0.0%	-0.6%	1.8%
CCOC(=O)C1=C(O)C(=O)N(c2ccccc2)C1c1cccc([N+](=O)[O-])c1 (stereo unspecified)	3.9%	-22.3%	3.2%
CCOc1ccc(NC(=O)c2cnn3c2NC(C)=C(C(=O)Nc2ccc(Cl)cc2)C3c2ccc(OC)c(OC)c2)cc1 (stereo unspecified)	0.0%	10.3µM*	-1.3%
Cc1cc(NC(=O)Nc2csc3c2CCCC3)ccc1Br	-1.0%	9.2µM*	-8.8%
O=C(c1ccc2c(c1)OCO2)C1CCCN(Cc2ccc(OC(F)F)cc2)C1 (stereo unspecified)	8.1%	?	-2.6%
c1ccc(-c2csc3ncnc(NCCN4CCOCC4)c23)cc1	1.1%	9.2µM*	3.8%
CC(=O)c1ccc(NC(=S)N2c3ccccc3CC2C)cc1 (stereo unspecified)	2.5%	-6.3%	-13.3%
CCn1c2ccccc2c2nnc(SCC(=O)N(C)C3CCS(=O)(=O)C3)nc21 (stereo unspecified)	-4.5%	0.5%	-9.8%
CSc1cccc(NC(=S)N(CCN(C)C)C(C)c2ccccn2)c1 (stereo unspecified)	5.8%	-27.7%	-0.4%
CCc1nn(CC(=O)NCCCN(CC)c2cccc(C)c2)c(=O)c2cc3occc3n12	-2.3%	.	-0.3%
CC(=O)Nc1ccc(NC(=O)C(C)OC(=O)c2cccc(S(=O)(=O)N3CCCC3)c2)cc1 (stereo unspecified)	11.9%	-3.7%	0.8%
Cc1ccccc1NC(=O)C(c1ccccc1)C1CCCC1 (stereo unspecified)	2.7%	?	-11.7%
Cc1ccc(S(=O)(=O)N2CCN(c3nc(-c4ccnnc4)nc4ccccc34)CC2)cc1	-0.7%	15.8µM*	.
COc1cccc(NC(=O)CSc2nnc(Cc3cccn3C)n2-c2ccc(F)cc2)c1	12.0%	?	?
CCN1C(=O)C2(C(C(=O)c3cc4ccccc4o3)=C(O)C(=O)N2CCCN(C)C)c2ccccc21 (stereo unspecified)	2.9%	-10.1%	-3.0%
COc1ccc(C(=O)OCc2c(-c3cccc(OC)c3)ncc3ccccc23)cc1	0.4%	-16.7%	-6.0%
CCCCc1ccc(NC(=O)CSC2=C(C#N)C(c3ccco3)C3=C(CCCC3=O)N2)cc1 (stereo unspecified)	-13.2%	?	3.7%
CCC(=O)Nc1ccc(OCC2CCCO2)cc1 (stereo unspecified)	.	-5.2%	-2.4%
Cn1ncc([N+](=O)[O-])c1C(=O)N/N=C/c1c[nH]c2ccccc12	2.4%	-27.4%	-5.9%
CCOC(=O)c1oc2cc(O)ccc2c(=O)c1-c1ccccc1OC	2.1%	-15.0%	-1.0%
CCN(C(=O)CN1C(=O)COc2ccc(S(=O)(=O)N3CCCCCC3)cc21)c1cccc(C)c1	9.8%	?	-17.0%

Some of these compounds in order of molecular weight, low to high:
mol	TDP1 inh	DT40 TDP1 no CPT	KAT2A inh
CCN(C(=O)CN1C(=O)COc2ccc(S(=O)(=O)N3CCCCCC3)cc21)c1cccc(C)c1	9.8%	?	-17.0%
CCN(c1ccccc1)S(=O)(=O)c1cc(NC(=O)CSc2n[nH]c(=O)[nH]c2=O)ccc1Cl	4.8%	-7.6%	-4.5%
CCn1cc(C(=O)O)c(=O)c2cc(F)c(N3CCN(C(=S)NC(=O)c4cccc(C)c4)CC3)cc21	.	-17.3%	16.7%
